# ABHD4 inh: ABHD4 inhibitors, primary screen, biochemical, fluorescence polarization, mouse; purified mABHD4, FP-Rh probe fluorescence polarization; inhibition, % at 8.92 µM; hit rate 0.54% among 370,000; AID 720543, 2013;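 active means inhibition exceeding the mean over every tested compound plus 3 SD, cut at about 30% in these data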;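 further: 0% = plate median of compound wells and 100% = S159A mutant with DMSO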
#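 Test system: mABHD4 protein | Buffer or medium: HEPES pH 7.0 buffer, 150 mM NaCl, 0.01% Pluronic F-127 | Probe or stimulus: FP-Rh fluorescent activity-based probe, added after compound pre-incubation | Timing: Pre-incubation 45 min, probe exposure 60 min, at 25 °C | Technique: Fluorescence polarization, excitation 525 nm, emission 598 nm, BODIPY TMR filters | Repeats: Single well per compound (singlicate)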
# rCAG binder: binders of r(CAG) RNA repeats, primary screen, biochemical, fluorescence | r(CAG) RNA repeat, TO-PRO-1 dye displacement fluorescence | hit rate 1.3% among 370,000 | AID 651821, 2012 | inhibition, % at 3 µM;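 active means inhibition above the plate cutoff, the mean of all test compounds on that plate plus 3 SD, cut at about 35% in these data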;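 further: 0% = DMSO alone and 100% = 100 µM mitoxantrone as full dye displacement; higher means more dye released from RNA so lower well fluorescence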
# Rev-erbA mod: modulators of Rev-erb alpha DNA binding, primary screen, biochemical, FITC-DNA, fluorescence polarization, uHTS; Nuclear receptor subfamily 1 group D member 1 (Homo sapiens), P20393; Rev-erbα–FITC-DNA binding, 90 min; activity, % at 10 µM; hit rate 0.79% among 370,000; AID 1259318, 2017;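 active means activity above about 14%, limit read from the data; passing the limit was not always enough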;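 further: 0% = DMSO wells with 35 nM protein and 100% = DMSO wells with 750 nM protein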
# Target sequence (P20393 whole entry, looked up): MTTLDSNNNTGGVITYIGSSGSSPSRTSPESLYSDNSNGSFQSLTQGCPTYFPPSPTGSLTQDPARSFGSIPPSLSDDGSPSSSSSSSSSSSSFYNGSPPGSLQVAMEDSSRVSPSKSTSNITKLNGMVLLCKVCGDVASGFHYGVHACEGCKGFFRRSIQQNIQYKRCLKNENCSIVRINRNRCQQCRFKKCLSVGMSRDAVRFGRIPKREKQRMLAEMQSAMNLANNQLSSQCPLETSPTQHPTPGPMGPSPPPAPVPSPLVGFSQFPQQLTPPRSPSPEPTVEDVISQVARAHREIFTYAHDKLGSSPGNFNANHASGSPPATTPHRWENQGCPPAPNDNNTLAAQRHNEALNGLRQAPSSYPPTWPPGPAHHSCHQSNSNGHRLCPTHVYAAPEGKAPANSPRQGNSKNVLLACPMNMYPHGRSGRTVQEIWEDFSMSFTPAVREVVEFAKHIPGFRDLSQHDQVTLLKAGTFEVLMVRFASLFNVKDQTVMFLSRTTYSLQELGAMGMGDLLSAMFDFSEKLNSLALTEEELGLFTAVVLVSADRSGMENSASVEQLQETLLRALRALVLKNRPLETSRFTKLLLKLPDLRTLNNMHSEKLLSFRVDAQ
# TCR-CD3 inh: inhibitors of human TCR-CD3 interaction, primary screen, biochemical, fluorescence, TAMRA-labeled TCR probe; T-cell receptor (TCR); inhibition, % at 9.4 µM; hit rate 0.37% among 360,000; AID 651800, 2012; in the data active means inhibition above about 19%;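 further: recombinant mutant TCR 2C K166C tagged with TAMRA read by polarization; 0% = receptor in buffer alone and 100% = receptor with positive control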
# LEDGF integ inh: blockers of LEDGF/p75-dependent integrase strand transfer – biochemical, TR-FRET, high throughput, primary screen | HIV-1 integrase (with human LEDGF/p75) | TR-FRET IN-LEDGF/p75 DNA integration, Eu/Cy5 | inhibition, % at 3.7 µM | hit rate 0.64% among 370,000;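 active means inhibition above the screen-wide mean plus 3 SD, cut at about 13% in these data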;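 further: signal is the Cy5 over europium emission ratio at 671 and 618 nm; 0% = plate median of compound wells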
# UHRF1 binding: UHRF1 methylated DNA binding inhibitors, primary screen, counter-screen for MBD2 inhibitor project, biochemical, TR-FRET, human UHRF1, single concentration | inhibition, % at 4.4 µM | hit rate 0.75% among 370,000 | UHRF1 binding to methylated oligo | E3 ubiquitin-protein ligase UHRF1 (Homo sapiens), Q96T88; in the data active means inhibition above about 21%;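 further: UHRF1 SRA domain binding a hemimethylated CpG hairpin DNA probe; 0% = median of test compound wells and 100% = reference inhibitor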
# PRMT1 FP inh: PRMT1 methyltransferase inhibitors, primary screen, biochemical, fluorescence polarization; recombinant PRMT1, activity-based probe fluorescence polarization; inhibition, % at 2.79 µM; AID 652257, 2013; hit rate 1.3% among 370,000; Protein arginine N-methyltransferase 1 (Homo sapiens), Q99873;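 active means inhibition above about 21% made by adding two undisclosed values, limit read from the data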
# HTRA1 inhibitor: HTRA1 serine protease inhibitors, primary screen, biochemical, fluorescence polarization, HTS; Q92743; recombinant HTRA1, FP-rhodamine activity-based probe; inhibition, % at 5.96 µM; hit rate 0.5% among 340,000; in the data active means inhibition above about 36%;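 further: 0% = enzyme with DMSO and 100% = wells lacking enzyme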
# MBD2 inh: inhibitors of MBD2 binding to methylated DNA, primary screen, biochemical, TR-FRET, DNA-binding domain, human; MBD2 binding to methylated oligonucleotide; inhibition, % at 4.4 µM; hit rate 0.31% among 370,000; AID 686964, 2013; in the data active means inhibition above about 13%
# Target sequence (Q9UBB5 whole entry, looked up, the tested form may be a part): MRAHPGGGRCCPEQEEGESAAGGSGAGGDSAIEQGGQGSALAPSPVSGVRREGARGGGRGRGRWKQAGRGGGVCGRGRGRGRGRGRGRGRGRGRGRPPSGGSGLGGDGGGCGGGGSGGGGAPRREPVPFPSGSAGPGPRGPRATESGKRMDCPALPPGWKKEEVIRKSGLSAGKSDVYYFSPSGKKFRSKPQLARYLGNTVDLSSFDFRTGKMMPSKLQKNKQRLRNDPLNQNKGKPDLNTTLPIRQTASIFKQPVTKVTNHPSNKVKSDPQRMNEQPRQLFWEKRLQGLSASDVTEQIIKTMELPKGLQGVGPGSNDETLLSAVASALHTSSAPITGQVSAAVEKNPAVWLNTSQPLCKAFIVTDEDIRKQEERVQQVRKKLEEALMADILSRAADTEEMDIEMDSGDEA
# PG9 Ab binder: binders of HIV-1 gp120 antibody PG9, primary screen, biochemical, TR-FRET | inhibition, % at 6.7 µM | TR-FRET gp120-PG9 antibody binding | HIV-1 gp120 / PG9 antibody interaction | AID 624416, 2012 | hit rate 0.43% among 360,000; in the data active means inhibition above about 8.5%
# Numbers without * were called inactive; . = not tested or not shown; & = joins results of further samples.
SMILES,ABHD4 inh,rCAG binder,Rev-erbA mod,TCR-CD3 inh,LEDGF integ inh,UHRF1 binding,PRMT1 FP inh,HTRA1 inhibitor,MBD2 inh,PG9 Ab binder
CC(C)COc1ccc(C(=O)N2C(=O)c3ccc(N)cc3C2=O)cc1,1,9,0,-6,-6,1,2,-4,5,0.8
CSCCC(NC(=O)c1ccccc1Cl)C(=O)NNC(=O)c1csc(N2CCOCC2)n1 (stereo unspecified),2,1,-4,-2,-1,1,2,3,-6,1.7
O=C(Nc1ccc(S(=O)(=O)Nc2ncccn2)cc1)C1=COCCO1,-6,7,-2,2,3,-2,22*,0,-6,-2.4
C[C@]12c3[nH]c4ccc(Cl)cc4c3CCN1C(=O)[C@@H](CC(=O)NCc1ccco1)C[C@@H]2C(=O)N1CCOCC1,-1,5,-6,2,3,0,4,-1,5,0.7
O=C(NC1CCS(=O)(=O)C1)c1ccc(S(=O)(=O)N2CCCC2)cc1 (stereo unspecified),9,-1,-3,7,-1,2,1,2,3,-1.1
S=c1[nH]nc(C2CCCCC2)n1/N=C/c1cccc(Br)c1,-11,2,-3,-5,2,2,6,5,3,1.8
COc1ccc(-c2cc(NC(C)=O)c3ncc(-c4ccc(OC)c(OC)c4)n3c2)c(OC)c1,-2,7,-8,-11,-1,-5,0,.,-8,1.9
Cn1c(=O)[nH]c(=O)c2c1nc(Br)n2C/C=N/NC(N)=S,0,-5,7,-8,2,0,2,.,-1,-1.0
CC1(C)CNc2cc(N)ccc2S1,38*,11,5,0,13,-2,12,72*,-10,-4.0
Cc1ccccc1-n1nnnc1SCC(N)=O,5,2,8,5,-1,5,-1,-1,-1,0.4
Cc1noc(C)c1COc1ccc(C(=O)N2CCCC(C(N)=O)C2)cc1 (stereo unspecified),0,-6,-11,1,-3,2,3,-5,-1,-1.7
c1cn2cc(-c3ccc(CN4CCOCC4)cc3)ccc2n1,-2,4,2,1,89*,0,2,.,-4,1.2
N/C(=N\OC(=O)Nc1ccc(Cl)c(Cl)c1)c1ncc(C(F)(F)F)cc1Cl,-10,3,-8,9,0,1,-1,-15,5,0.7
CC(C)Oc1ccc2nnnn2n1,3,-3,1,-3,0,22*,4,2,14*,1.4
Cc1cc(CNC(=O)CC2C(=O)NCCN2Cc2ccc(-c3ccccc3)cc2)nn1C (stereo unspecified),-8,-3,-3,1,6,-1,-5,-6,1,2.3
CCOC(=O)/C(CCC[N+](C)(CC)CC)=N\O,1,2,-3,8,0,-3,4,0,6,0.7
CC(C)NS(=O)(=O)c1ccc(NC(=O)NC2CCCCC2)cc1,-8,2,-5,-8,2,5,2,-1,2,-1.6
N#CC(c1ccccc1O)N1N=C(c2ccccc2)CC1c1ccccc1 (stereo unspecified),0,0,5,-3,-3,1,2,-12,5,-1.0
O=C(CN1C(=O)NC2(CCCC2)C1=O)N1CCN(C(=O)c2ccco2)CC1,4,1,2,1,1,-4,0,-4,3,-0.4
CCOC(=O)C1=C(C)N(CC)C(=S)NC1c1ccc(Cl)cc1 (stereo unspecified),2,-4,2,-2,-2,3,3,-12,2,0.9
O=C(CN1C(=O)NC2(CCCC2)C1=O)N1CCN(S(=O)(=O)c2ccccc2F)CC1,-3,0,0,3,5,-3,-1,5,3,-1.4
COCCNC(=O)Cn1c(=O)n(Cc2ccco2)c(=O)c2ccccc21,3,-1,-2,-4,-3,2,0,-3,3,-1.1
COc1ccc(Nc2nc(-c3cccc([N+](=O)[O-])c3)nc3ccccc23)cc1,5,20,7,1,-1,-4,-2,-21,-1,0.8
O/N=C/c1ccccc1Oc1ccc(Cl)cc1,-12,2,5,-5,-11,4,6,-13,-4,1.4
CCOc1ccc(OCc2ccc(C(=O)N(C)c3ccccc3)o2)cc1,-7,-4,-2,3,2,-3,3,-14,-1,-0.4
COC(=O)CSc1nc2cc3c(cc2cc1C)OCCO3,0,-2,5,3,2,4,-1,-1,0,0.5
COc1ccc(C)cc1NC(=O)CNC(=O)c1sc2ccccc2c1Cl,2,1,4,-6,-1,1,4,4,3,3.0
O=C(NCc1nc2ccccc2[nH]1)c1ccc(S(=O)(=O)N2CCOCC2)cc1,7,4,2,7,0,-3,0,-6,-3,1.4
O=C(ONC1=NCCCCC1)c1c(F)cccc1F,-1,-3,2,-2,0,0,-1,3,1,-0.5
CC1=C(C(=O)OC2CCCCC2)C(c2ccc(N(C)C)cc2)NC(=O)N1 (stereo unspecified),-2,-4,2,-1,4,-1,3,11,-2,1.0
FC(F)(F)c1cccc(N2CCCCC2)c1,3,3,-6,5,1,-1,-2,.,-4,0.2
CC1(C)CC(=O)C(C2=NC3(CCCCCC3)Cc3ccccc32)=C(O)C1,-2,-8,-4,-13,4,6,-2,3,-2,-0.5
O=C(Nc1cccc(-c2cn3c(n2)SCC3)c1)c1ccc(Br)o1,-6,5,6,5,3,-3,0,-6,-6,-1.8
CCN1CCCC1CNC(=O)c1ccc2c(c1)NC(=O)/C(=C\c1ccc(OC)c(OC)c1)S2 (stereo unspecified),10,17,0,9,-5,-4,-3,-8,0,-9.6
Cc1cc(/C=C(/C#N)c2nc3ccccc3[nH]2)c(C)n1-c1ccccc1C(=O)O,17,26,-9,10,1,-2,-2,0,-10,-9.5
CCCCCc1cc(=O)oc2c(C(CCN3CCN(c4ccccc4)CC3)c3ccc4c(c3)OCO4)c(OC)cc(OC)c12 (stereo unspecified),13,13,4,-6,2,1,3,-13,-1,-0.6
CCN(Cc1cc2ccc(C)cc2[nH]c1=O)C(=O)c1ccncc1,-4,-2,5,-6,1,3,-2,.,-1,0.6
COc1ccc(C(=O)Nc2ccc3c(c2)OCCO3)cc1,3,0,3,4,3,-1,2,-6,1,-2.2
COc1ccc(C(C)=O)cc1CS(=O)(=O)CC(=O)NCCc1c[nH]c2ccccc12,3,6,8,8,-2,-3,-6,5,-2,-1.6
Cc1nn(Cc2ccccc2)c(C)c1C(=O)OCC(=O)c1cc(C)n(CC(F)(F)F)c1C,-15,-9,4,7,-1,-1,1,-42,2,0.8
N#C/C(=N\Nc1cccc(C(F)(F)F)c1)C(=O)c1csc(-c2cccnc2)n1,15,86*,-1,8,-5,-3,0,2,-8,0.8
COCCCn1cc(C(=O)c2cc(OC)ccc2OCC(=O)Nc2cc(C)on2)cc(C#N)c1=O,-3,3,5,1,1,1,-3,-2,-2,-2.3
COC(=O)c1ccc(CNC(=O)COC(=O)/C=C/c2ccc(OC)c(OC)c2)cc1,-6,-4,8,-11,-5,1,1,-2,4,-0.6
c1ccc(-n2cnnc2SCc2cn3ccsc3n2)cc1,-3,3,6,-2,0,4,2,1,1,0.0
CS(=O)(=O)N1CCC(C(=O)N2CCN(c3ccccc3)CC2)CC1,1,-2,2,-3,-2,0,1,.,1,-0.3
Cc1cc2cc(C#N)c(N3CCN(S(C)(=O)=O)CC3)nc2cc1C,3,-1,-6,5,1,-1,-1,-4,6,-4.2
Cc1ccc(Cl)c(OCC(=O)N(C)CC(=O)Nc2ccc(N3CCOCC3)cc2)c1,3,2,7,-1,-2,4,1,-4,3,1.7
Cc1nc2c(o1)CCc1ccccc1C2N1CCN(C)CC1 (stereo unspecified),-6&4&-10,-1&-7&-7,-2&-2&3,-6&6&6,-5&1&1,5&2&-1,6&4&-2,9&6&0,8&4&5,-2.6&0.9&-0.8
NNC(=O)COc1ccc2oc3c(c2c1)CCCC3,-18,5,4,0,-1,1,-3,-29,1,0.3
S=c1[nH]nc(-c2cccc(Cl)c2)n1CCN1CCCCC1,11,-3,0,-1,-1,1,0,-1,2,-0.8
CCCCC(=O)OCC(=O)c1[nH]c(C)c(C(=O)OCC)c1C,-1,-6,1,0,-2,1,-3,-7,0,-1.7
CCCCn1c(N)c(N(CC(C)C)C(=O)CC2CCCCC2)c(=O)[nH]c1=O,9,-8,0,-12,-1,-1,3,-2,5,1.7
COc1ccccc1-c1cc(C(=O)N/N=C/c2sccc2C)c2ccccc2n1,-19,2,.,6,-1,-4,-2,19,-7,-1.8
Cc1c(NC(=O)CSc2ccc(Cl)cc2)cccc1-c1nc2ncccc2o1,-4,1,-3,9,-2,3,2,-21,-2,-1.9
COc1ccc(C)cc1-n1c(-c2ccncc2)n[nH]c1=S,4,3,-7,-1,-3,-2,-1,-2,-6,0.6
Cc1c(Nc2nc(C(F)(F)F)nc3ccccc23)c(=O)n(-c2ccccc2)n1C,4,-8,-4,8,0,-1,-1,0,3,-1.3
CSc1nc(N(C)C)c2ccccc2n1,-2,-5,5,2,-2,-1,-1,0,3,-0.7
CC(C)N(Cc1cn(Cc2ccccc2)nn1)S(=O)(=O)c1ccc(F)cc1Br,-1,-1,0,.,5,0,-8,.,-4,.
COc1cccc(NC(=O)COC(=O)COc2ccccc2[N+](=O)[O-])c1,4,5,3,-3,-3,1,4,3,1,0.3
CCc1nc2ccc(C(=O)Nc3cccc(NS(C)(=O)=O)c3)cn2c1N(C)Cc1nccn1C,6,2,3,-4,2,2,-4,.,-3,-0.5

# Next part:
SMILES,ABHD4 inh,rCAG binder,Rev-erbA mod,TCR-CD3 inh,LEDGF integ inh,UHRF1 binding,PRMT1 FP inh,HTRA1 inhibitor,MBD2 inh,PG9 Ab binder
CCc1cc(/C(Cc2ccccn2)=N\Nc2ccccc2)c(O)cc1O,11,4,1,3,1,-2,-1,9,-3,-0.1
Cc1cc(C)nc(SCC(=O)c2ccc(F)c(C)c2)n1,-4,-3,-9,-4,-4,1,8,-8,1,-1.8
CCOC(=O)c1c(C)[nH]c(=S)c(C#N)c1-c1ccccc1,-2,8,-8,0,0,-2,7,-1,-3,0.2
CCCCNC(=O)NNC(=O)COc1cc(C)cc(C)c1,10,-2,3,-1,0,3,2,2,4,0.1
O=C(Nc1ccc(S(=O)(=O)Nc2ccccc2)cc1)C1COc2ccccc2O1 (stereo unspecified),-27,6,6,4,3,-3,0,-49,4,1.7
COc1cccc(/C=C2\SC(=S)N(CCCC(=O)NC3=NCCS3)C2=O)c1,-7,4,1,3,1,-2,2,-4,-1,1.7
O=C(CC1(O)C(=O)N(Cc2ccccc2)c2ccccc21)c1ccc2c(c1)OCO2 (stereo unspecified),-1,-3,-5,-2,2,2,-2,-37,-2,0.2
Cc1nc(N)c(Br)c(C)c1Br,-4,-1,4,11,1,1,-1,6,-3,-1.2
Fc1ccc(-n2c(CN3CCCCC3)n[nH]c2=S)cc1,2,-4,-4,5,-1,0,3,4,3,-1.9

# 2 of the compounds above, with bars between the fields:
Compound | ABHD4 inh | rCAG binder | Rev-erbA mod | TCR-CD3 inh | LEDGF integ inh | UHRF1 binding | PRMT1 FP inh | HTRA1 inhibitor | MBD2 inh | PG9 Ab binder
CCOC(=O)c1c(C)[nH]c(=S)c(C#N)c1-c1ccccc1 | -2 | 8 | -8 | 0 | 0 | -2 | 7 | -1 | -3 | 0.2
CCCCNC(=O)NNC(=O)COc1cc(C)cc(C)c1 | 10 | -2 | 3 | -1 | 0 | 3 | 2 | 2 | 4 | 0.1

# An excerpt. The share of hits here may be higher or lower than overall.
